Assay outcomes from PubChem.
Giardia FBPA inh = blocks Giardia fructose-bisphosphate aldolase activity. A8B2U2. purified Giardia FBPA. Potency, µM (doses to about 59.6 µM), for the others: at the top dose activity, negative = inhibition, hits mostly inhibitors. 0.71% of 290,000 active. AID 2451; further: potency means the concentration at half of the fitted maximal effect; on the % scale 0 is the no-effect control and ±100 the full control effect; nearly all actives have a fitted effect of over 55% in size
Target sequence (A8B2U2 whole entry, looked up): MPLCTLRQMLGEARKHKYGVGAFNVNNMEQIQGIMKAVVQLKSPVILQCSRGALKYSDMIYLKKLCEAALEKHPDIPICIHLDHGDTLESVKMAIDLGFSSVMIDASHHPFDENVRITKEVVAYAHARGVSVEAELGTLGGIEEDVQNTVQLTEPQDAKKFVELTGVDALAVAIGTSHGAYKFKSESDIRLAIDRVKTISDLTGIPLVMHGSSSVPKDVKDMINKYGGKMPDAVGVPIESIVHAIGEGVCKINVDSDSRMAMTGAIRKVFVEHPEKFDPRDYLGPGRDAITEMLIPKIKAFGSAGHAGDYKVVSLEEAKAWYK
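40 nM FBPA preincubated 10 min at RT with compound (up to 57.5 uM final), then substrate plus GAPDH/TPI/NAD/arsenate coupling and diaphorase/resazurin added. Fluorescence read after 20 min at RT, 525/598 nm.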
Pf growth 96h = inhibits malaria parasite growth, 96 h. P. falciparum luciferase reporter growth, 96 h. Potency, µM (top dose mostly 28.7 µM), for the others: top-dose activity change, negative = inhibition, actives largely listed as inhibitors. 6.9% of 320,000 active; further: potency means the concentration at half of the fitted maximal effect; on the % scale 0 is the no-effect control and ±100 the full control effect
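Luminescence readout: decreased luciferase signal marks inhibited growth of reporter-expressing P. falciparum in infected red cells (2% hematocrit, 0.05% parasitemia final), exposed to compound two generations (96 h, 37 C, 5% CO2).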
Pf growth 48h = P. falciparum growth inhibition at 48 hours (one generation). P. falciparum luciferase growth in erythrocytes, 48 h. 5.9% of 310,000 active. Potency, µM (highest dose often 28.7 µM), for the others: top-dose activity change, negative = inhibition, actives largely listed as inhibitors; further: potency means the concentration at half of the fitted maximal effect; on the % scale 0 is the no-effect control and ±100 the full control effect
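First compound was added to culture medium, then infected red cells at 0.1% parasitemia and 2% hematocrit (final). After incubation at 37 C under 5% CO2, luciferase detection reagent was dispensed and light output recorded.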
CHX counter = counter-screen hit for Shiga toxin inhibitors, cycloheximide; cell reporter, cycloheximide protein synthesis inhibition counterscreen; max response, %; AID 2314; 12% of 300,000 active; in the data active means max response mostly above about 13%, no sharp cut-off; inactive means mostly below about 14%; further: read at 38.3 µM for the half of the compounds with a filed dose; 0% is about no effect
Shiga inhibitor = blocks Shiga toxin action in Vero cells; Vero cells, Shiga toxin protein synthesis inhibition reporter; inhibition, % at 38.7 µM; 9.2% of 290,000 active; AID 2315; in the data active means inhibition mostly above about 28%, no sharp cut-off; inactive means mostly below about 43%; further: 0% is about no effect
HCV inh = inhibitors of hepatitis C virus infection; Huh7.5.1 HCVcc-Cre infection, luciferase reporter, 44 h; Potency, µM (titrated, usually from 41.8 µM), without a hit: top-dose activity change, negative = inhibition, hits mostly inhibitors; 3.4% of 340,000 active; further: potency means the concentration at half of the fitted maximal effect; on the % scale 0 is the no-effect control and ±100 the full control effect
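A cell-based infection assay in which seeded cells (1,000 per well) receive test compound after 4 h, are inoculated with HCVcc-Cre at approximately 0.5 moi, and are incubated 44 h before luminescence detection.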
Active calls of the source: *; ? = inconclusive; . = not tested or not shown; [ ] = dose if it differs, or a comment. Unless noted, the call rests on the fitted dose curve; in most records, active means well fitted curve in the direction sought with a large enough effect; inconclusive means small, poorly fitted or top-dose-only effect, or another doubt; inactive means no such curve, though single readings can be large; an effect the other way counts as inactive or inconclusive.

SMILES	Giardia FBPA inh	Pf growth 96h	Pf growth 48h	CHX counter	Shiga inhibitor	HCV inh
Cc1ccc(CN2CCN(Cc3ccncc3)CC2CCO)o1 (stereo unspecified)	1%	?	10%	-3	-13	21%
COc1ccc(C(=O)Nn2c(SCC(=O)NCc3ccco3)nc3ccccc3c2=O)cc1	13%	-12%	6%	8	-19	-15%
Clc1c(-c2nnc3n2CCC3)sc2ccccc12	10%	?	?	15*	50	?
O=C(CCN1CCCCCC1)Nc1cccc(Cl)c1	-5%	2.1µM*	9%	-3	20	-6%
CC(NC(=S)Nc1ccc([N+](=O)[O-])cc1)c1ccncc1 (stereo unspecified)	1%	0%	?	-3	-19	?
CC(C)c1ccc(CNc2ncccn2)cc1	?	12%	88%[activator]	39*	42*	2%
CCNC(=S)NS(=O)(=O)c1ccc(F)cc1	?	25%	11%	-3	-13	15%
CCCN(Cc1nnc(-c2ccccc2Cl)o1)C(=O)c1cc([N+](=O)[O-])cc([N+](=O)[O-])c1	-13%	?	?	-2	-10	-4%
CN(C(=O)c1ccccc1C(=O)OCC(=O)Nc1ccc(S(N)(=O)=O)cc1)c1ccccc1	.	1%	?	.	.	6%
O=C1CCC(=O)N1c1cccc(OS(=O)(=O)c2ccccc2)c1	1%	-2%	-2%	-1	2	30%[activator]
CCOC(=O)c1nnc(-c2cccs2)nc1NC(C)C	1%	79%[activator]	43%[activator]	2	17	0%
O=C(CCc1nc2ccccc2[nH]1)Nc1ccc2c(c1)OCCO2	-3%	1µM*	31%[activator]	11	26	2%[8.37 µM]
Cc1cc(OCCCn2ccnc2)ccc1C(C)C	-19%	-27%	?	10	17	-21%
CCCNC(=O)NCCC12CC3CC(CC(C3)C1)C2	3%	38%	?	45*	65*	11%
COc1cc(OC)c(C2CC(=O)N3CN(c4ccccc4)CSC3=C2C#N)cc1OC (stereo unspecified)	?	?	37%[activator]	-3	3	1%
CCCc1cc(=O)[nH]c(SCC(=O)N(CC(C)C)C2CCS(=O)(=O)C2)n1 (stereo unspecified)	-2%	.	-8%	-5	-14	?
COc1ccc(CN2CC34C=CC(O3)C(C(=O)O)C4C2=O)cc1 (stereo unspecified)	4%	?	.	-7	-6	10%
CC(C)CNC(=O)CSc1nnc(-c2ccc(Cl)cc2)n1N	3%	?	116%[activator]	0	-2	7%
Cc1ccc(-n2c(CNc3ccc(F)cc3)nnc2SCC(=O)N2CCCC2)cc1	-4%	-22%	?	7	3	9%
C#CCn1cc[n+](CC(=O)N(C)C)c1	15%	-91%	13%	1	-18	-3%
CCN(CC)S(=O)(=O)c1ccc(NC(=O)Cn2c(=O)sc3ccccc32)cc1	1%	-12%[5.75 µM]	?	6	18	?
CN(C(=O)COC(=O)c1cc(F)c(F)cc1Cl)c1ccccc1	.	9%	-9%	0	-4	17%
Cn1nc(-c2ccc(N3CCN(CCO)CC3)c([N+](=O)[O-])c2)c2ccccc2c1=O	-1%	7%	-30%	-2	-19	-21%
Fc1ccc(CCNC(=S)Nc2ccc(F)cc2)cc1	-1%	23%	5%	36*	47*	-8%
O=C(N/N=C/c1ccccc1[N+](=O)[O-])c1ccc2nc[nH]c2c1	-6%	?	?	18*	32	-3%
COc1cc2ccccc2cc1C(=O)Nc1nc(C)c(C(C)=O)s1	1%	167%[activator]	111%[activator]	34*	69*	14%
Cc1cc(SCC(=O)c2ccccc2)n2ncc(-c3ccccc3)c2n1	20%	33%[activator]	33%[activator]	61*	67*	?
CNc1ccc(/C=C(\CCC(=O)O)c2nc3ccccc3s2)cc1[N+](=O)[O-]	-7%	?	-12%	8	65*	35%[activator]
CCOC(=O)N1CCN(S(=O)(=O)c2ccc(C(=O)Nc3sc4c(c3C(N)=O)CCN(CC)C4)cc2)CC1	.	-10%	?	-2	-11	-6%
Cn1cnnc1SCC(=O)NN(c1ccccc1)c1ccccc1	3%	31%[activator]	4%	-4	-4	9%
CNC(=O)/C(C#N)=C/c1cc(C)n(-c2ccc(N3CCOCC3)cc2)c1C	4%	16%	72%[activator]	12	2	-4%
CSc1ncccc1C(=O)Nc1ccc(F)c(F)c1F	4%	59%[activator]	1%	10	-14	?
CCOC(=O)C1CCN(C(=O)c2c(-c3c(F)cccc3Cl)noc2C)CC1	-3%[12.9 µM]	0%	-14%	-5	-15	?
COc1ccc(CCNC(=O)CSc2nnc(Cc3cccn3C)n2C)cc1OC	1%	?	-1%	7	15	13%
CCOC(=O)c1ccccc1NC(=S)N1CCC(C)CC1	7%	0%	?	-3	-8	-24%
Cc1cccc(NC(=O)CSc2ccc3nnc(-c4cccnc4)n3n2)c1	11%	-12%	?	6	2	-19%
CC1(C)Oc2ccc3ccc(=O)oc3c2/C(=C/Nc2ccccc2)C1=O	-1%	-8%	.	-3	-12	10µM*
COc1ccc(-c2oc3cc(O)c(OC)c(O)c3c(=O)c2OC)cc1	0%	?	?	16*	15	-27%
O=C(O)C1CCCCC1C(=O)NCCc1cccc(Cl)c1 (stereo unspecified)	9%	3%	28%	-1	1	-4%
O=C1CC(c2ccc3c(c2)OCO3)Sc2nc3ccccc3n21 (stereo unspecified)	11%	0%	-21%	51*	106*	9%
COc1ccc(N/C(N)=N/c2nc(C)cc(=O)[nH]2)cc1	-4%	?	?	-1	-6	9%
OCCNc1nc(Nc2ccccc2)nc(Nc2ccccc2)n1	3%	26%	-4%	-1	-15	?
COc1ccc(C)cc1NC(=O)CN(C)S(=O)(=O)c1ccc2c(c1)c(=O)n(C)c(=O)n2C	-15%	2%	3%	1	1	15%
OC(COc1ccc(OCC(O)CN2CCCCCC2)cc1)CN1CCCCCC1 (stereo unspecified)	0%	37%[activator]	?	-2	-6	7.1µM*
CCCCN(C(=O)c1cc(-c2ccc(F)cc2)nc2ccccc12)c1c(N)n(CCCC)c(=O)[nH]c1=O	.	7.4µM*	?	.	.	?
Cc1cc(NC(=O)CSc2nnc(Cn3c(=O)sc4ccccc43)n2-c2ccccc2C)no1	5%	4%	?	-2	-2	-16%
Cc1ccc(-c2nc(CS(=O)CC(=O)NCCN3CCCCC3C)c(C)o2)cc1 (stereo unspecified)	.	?	-3%	-3	-4	-7%
CCOC(=O)c1ccc(S(=O)(=O)NC2CCCCCCC2)n1C	1%	-29%	?	-2	-2	-23%
Cc1cccc(NC(=O)CSc2nc3ccccc3nc2N2CCCC2)c1C	0%	?	?	5	15	6%
O=C(CSC1c2ccccc2-c2ccccc21)N/N=C/c1ccccc1	-27%	?	.	-2	-7	9%
O=C(CC12CC3CC(CC(C3)C1)C2)Nc1cccc2ncccc12	6%	?	.	-2	-2	18%
CCCCNC(=O)O[C@H]1C[C@@H]2CCN3C(=O)CCC(C)(C)[C@H](C1)[C@H]23	-3%	-10%	1%	-3	13	13%
COc1cc(NC(=O)c2cccnc2)c(OC)cc1NC(=O)c1ccc(Br)cc1	-5%	26%	-3%	-3	13	-13%
N/C(Cc1ccc([N+](=O)[O-])cc1)=N\OC(=O)c1ccc([N+](=O)[O-])cc1	-6%	8%	.	1	-15	?
Cn1c(SCC(=O)Nc2ccccc2F)nnc1-c1cccs1	-3%	34%[activator]	-3%	26	43*	-9%
O=P(c1ccccc1)(c1ccccc1)C(O)c1ccncc1 (stereo unspecified)	6%	-4%	22%	-4	-9	14%
CC(C)Nc1nnc(SCC(=O)Nc2ccc3c(c2)C(=O)c2ccccc2C3=O)s1	-6%	?	41%[activator]	41*	70*	?
CC1CCCN(CC(=O)N2c3ccccc3Sc3ccccc32)C1 (stereo unspecified)	0%	-17%	?	-1	-14	?
Nn1c(SCc2c(F)cccc2F)nnc1-c1ccccn1	2%	172%[activator]	90%[activator]	32*	90*	3%
O=C(CC(=O)N/N=C\c1c(Cl)cccc1Cl)NCc1ccccc1	-10%	1µM*	6%	1	-18	10%

The listing continues:
SMILES	Giardia FBPA inh	Pf growth 96h	Pf growth 48h	CHX counter	Shiga inhibitor	HCV inh
COc1cccc(-n2cc(C(=O)NCCCOC(C)C)c3ccccc3c2=O)c1	7%	-10%	9%	-1	-1	8%
COC(=O)c1c(C(=O)OC)c2n(c1C)Cc1ccccc1C2	1%	-28%	-2%	-1	38	0%
Nc1c(-c2n[nH]c(=S)n2-c2ccc(Cl)cc2Cl)cnn1-c1ccccc1	2%	0%	8%	1	-18	-5%
CC(C)CCNC(=O)CCn1nc(-c2ccccc2)ccc1=O	-1%	?	22%	-3	-8	-9%
Nc1cc(N)nc(SCC(=O)Nc2cc(S(=O)(=O)N3CCOCC3)ccc2Cl)n1	.	?	-27%	-2	11	-25%
Cc1ccccc1C1C(=O)c2ccccc2C1=O	4%	-14%	24%	1	-3	3%
COc1ccccc1C(CNC(=O)C(C)Oc1ccc(Br)cc1)N1CCCC1 (stereo unspecified)	.	?	?	.	.	?
COc1ccccc1/C=C/C=N/n1c(COc2ccccc2)n[nH]c1=S	.	2%	?	15	-10	8%
COc1cc2c(C(=O)OCCN(C)C)c(CSc3ccccc3)n(C)c2cc1Br	7%	-5%	-24%	10	-10	?
O=C(CCCSc1nc2ccccc2[nH]1)NCc1ccccc1Cl	-2%	?	-6%	-3	-1	-11%
CN(C)C(=S)NC(C)(C)C	2%	30%[activator]	26%	-2	-8	0%
CC1(C)CN(c2ccsc2C(=O)O)C1=O	2%	8%	30%	6	-5	2%
Cc1cc(S(=O)(=O)N2CCN(c3c(C)cccc3C)CC2)ccc1F	-20%	.	?	-2	22	?
CCN(CC(=O)NCc1cccs1)C(=O)c1cccc(S(=O)(=O)NC)c1	.	7%	?	.	.	-10%
Cc1cc(-c2n[nH]c(=S)n2-c2ccc(C)c(C)c2)no1	16%	-23%	4%	10	6	27%
CCn1c(=O)c2c(nc(SCC(=O)N3CCCC(C)C3)n2C)n(C)c1=O (stereo unspecified)	14%	18%	-3%	-7	27	21%
CC1CN(C(=S)Nc2cccc(F)c2)CC(C)O1 (stereo unspecified)	-15%	-26%	-2%	-3	-3	17%
CCCCNc1n[n+](C)c(-c2cccc(C)c2)s1	-7%	16%	-2%	1	21	.
Cc1cc(C)n(C(=O)C(C)N2C(=O)c3ccccc3C2=O)n1 (stereo unspecified)	0%	32%[activator]	23%	-5	-6	14%
Nn1c(SCC(=O)Nc2ccc3c(c2)OCO3)nnc1-c1ccccc1	1%	40%[activator]	.	22*	27	-6%
c1ccc(-c2ccn3nnnc3n2)cc1	-1%	54%[activator]	51%[activator]	36*	74*	-23%
